Source: PubChem BioAssay (National Center for Advancing Translational Sciences (NCATS))
GRP78 ERSR act: qHTS for Inducers of the Endoplasmic Reticulum Stress Response (ERSR) in Human Glioma: qHTS. U87-MG GRP78 promoter luciferase reporter, 16 h. Potency, µM, for inactives: top-dose activation, usual class: activators. 420,000 compounds, 0.02% hits. AID 602332, 2012; further: potency means the concentration at half of the fitted maximal effect; series mostly up to about 76 µM; % of control where 0% means no effect; nearly all actives have a fitted effect of over 35% in size
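Stably transfected U87-MG human glioma cells carrying a GRP78-based luminescent sensor were seeded at 1000 cells/well, pin-dosed with compounds and incubated 16 h. Luciferase reagent was then added, and end-point luminescence was read after 10 min at room temperature.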
Vif-APOBEC3F blk: qHTS for Inhibitors of Vif-A3F Interactions: qHTS | 390,000 compounds, 0.2% hits | HeLa A3F-eYFP + Vif (tagged APOBEC3F with the HIV-1 protein that degrades it), YFP fluorescence increase | Potency, µM (series often up to 46.1 µM), inactives show top-dose activity, negative = active | AID 602313, 2012; further: potency means the concentration at half of the fitted maximal effect; % of control where 0% means no effect; nearly all actives have a fitted effect of over 65% in size
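HeLa cells stably expressing A3F-eYFP plus Vif, plated and incubated overnight at 37 deg C, then exposed to compounds overnight at 37 deg C. Blocked degradation read as raised yellow fluorescence (Ex 488/Em 500-530).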
RXFP1 ag: qHTS Assay for Agonists of the Relaxin Receptor RXFP1. Relaxin receptor 1 (Homo sapiens), Q9HBX9. HEK293T-RXFP1 cAMP TR-FRET, 30 min; response scale: percent of porcine relaxin response, buffer zero. Potency, µM (top dose mostly 57.5 µM), inactives show at the highest dose activation, hits mostly activators. 370,000 compounds, 0.3% hits; further: potency means the concentration at half of the fitted maximal effect; on the % scale 0 is the no-effect control and ±100 the full control effect; nearly all actives have a fitted effect of over 60% in size; many of its hits are not listed in these tables
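cAMP rise read by TR-FRET after 30 min, 37C compound exposure (up to 58 uM) in RXFP1-transfected HEK293 cells with Ro 20174 present. EC50 from Hill-equation fits, with 29 nM porcine relaxin as 100% and buffer as basal.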
LDHA block: qHTS assay for inhibitors of human lactate dehydrogenase; L-lactate dehydrogenase A chain (Homo sapiens), P00338; purified LDHA, NADH/diaphorase-resazurin fluorescence; stronger effect = lower value; activity change, % (values are at about 110 or 230 µM); 480,000 compounds, 0.15% hits; in the data active means activity change below about -30%; inconclusive means mostly about -25% to -30%;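 further: plate controls were DMSO wells for no effect and wells without enzyme for full effect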
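Enzyme activity of human lactate dehydrogenase 5 (2 nM; 0.06 mM NADH, 0.2 mM pyruvate, 5 min, RT) is measured via a resazurin/diaphorase fluorescence readout of residual NADH.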
TrxR1 substrate: qHTS Assay for Substrates of Mammalian Selenoprotein Thioredoxin Reductase 1 (TrxR1): qHTS; purified TrxR1 substrate turnover, NADPH consumption readout; Potency, µM (titrated, usually from 114 µM), for the others: top-dose activity change, negative = substrate turnover; 390,000 compounds, 0.01% hits; further: potency means the concentration at half of the fitted maximal effect; on the % scale 0 is the no-effect control and ±100 the full control effect; nearly all actives have a fitted effect of over 50% in size
Target sequence (O89049 whole entry, looked up): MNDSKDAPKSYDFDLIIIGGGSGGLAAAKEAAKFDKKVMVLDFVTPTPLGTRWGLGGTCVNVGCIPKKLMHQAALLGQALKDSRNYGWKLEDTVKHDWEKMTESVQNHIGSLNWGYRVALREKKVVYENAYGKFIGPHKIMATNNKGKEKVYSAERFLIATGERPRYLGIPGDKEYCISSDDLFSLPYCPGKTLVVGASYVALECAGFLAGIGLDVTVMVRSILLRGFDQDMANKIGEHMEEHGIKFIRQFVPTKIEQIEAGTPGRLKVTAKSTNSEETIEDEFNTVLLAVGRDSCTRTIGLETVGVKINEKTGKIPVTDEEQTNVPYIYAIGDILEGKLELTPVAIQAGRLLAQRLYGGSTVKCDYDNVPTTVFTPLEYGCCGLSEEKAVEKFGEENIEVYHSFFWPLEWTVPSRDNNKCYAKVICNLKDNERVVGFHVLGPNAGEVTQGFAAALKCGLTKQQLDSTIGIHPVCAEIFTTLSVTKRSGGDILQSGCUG
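Rat TrxR1, dispensed at 90 nM, was prereduced with 400 uM NADPH (final) for 5 min at ~22 deg C, then incubated with compound 15 min before 400 uM selenite. A first-read NADPH fluorescence drop versus no-compound background flagged substrates.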
USP1 inh: Inhibitors of USP1/UAF1: Primary Screen | Ubiquitin carboxyl-terminal hydrolase 1 (Homo sapiens), O94782 | recombinant USP1/UAF1, Ub-Rhodamine cleavage fluorescence | Potency, µM (titrated, usually from 57.1 µM), for the others: at the top dose activity change, negative = inhibition, hits mostly inhibitors | 390,000 compounds, 0.23% hits; further: potency means the concentration at half of the fitted maximal effect; on the % scale 0 is the no-effect control and ±100 the full control effect; nearly all actives have a fitted effect of over 60% in size; inactives centre near -12
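In this screen, compounds sit with the deubiquitinase complex (1nM) for 15 min at room temperature before Ub-Rho is added at 150nM final. Fluorescence rise is then followed for 6 reads every 60 seconds.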
Vif-A3G inh: qHTS for Inhibitors of Vif-A3G Interactions: qHTS | DNA dC->dU-editing enzyme APOBEC-3G (Homo sapiens), Q9HC16 | 410,000 compounds, 0.076% hits | AID 602310, 2012 | HeLa A3G-eYFP + Vif (tagged APOBEC3G with the HIV-1 protein that degrades it), YFP fluorescence, overnight | Potency, µM (series often up to 46.1 µM), inactives show at the highest dose activity, negative = active, hits mostly inhibitors;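 further: potency means the concentration at half of the fitted maximal effect; on the % scale 0 is the no-effect control and ±100 the full control effect; nearly all actives have a fitted effect of over 60% in size; hits raise eYFP signal because A3G escapes Vif-driven loss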
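Read-out is eYFP fluorescence (Ex 488/Em 500-530) from Vif-expressing HeLa A3G-eYFP cells; more signal means A3G escaped Vif-mediated degradation. Cells plated overnight, compound pinned in, incubated overnight at 37 deg C.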
PI4K2A block: qHTS for small molecular inhibitors of PI4K2A; activity change, negative = inhibition, % at 76.9 µM; AID 1346378, 2018; Phosphatidylinositol 4-kinase type 2-alpha (Homo sapiens), Q9BTU6; 420,000 compounds, 0.13% hits; purified PI4K2A, ADP-Glo luminescence, 1 h; stronger effect = lower value; in the data active means activity change below about -50%; inconclusive means mostly about -30% to -49%;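 further: -100% = wells without enzyme as full effect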
Target sequence (Q9BTU6 whole entry, looked up): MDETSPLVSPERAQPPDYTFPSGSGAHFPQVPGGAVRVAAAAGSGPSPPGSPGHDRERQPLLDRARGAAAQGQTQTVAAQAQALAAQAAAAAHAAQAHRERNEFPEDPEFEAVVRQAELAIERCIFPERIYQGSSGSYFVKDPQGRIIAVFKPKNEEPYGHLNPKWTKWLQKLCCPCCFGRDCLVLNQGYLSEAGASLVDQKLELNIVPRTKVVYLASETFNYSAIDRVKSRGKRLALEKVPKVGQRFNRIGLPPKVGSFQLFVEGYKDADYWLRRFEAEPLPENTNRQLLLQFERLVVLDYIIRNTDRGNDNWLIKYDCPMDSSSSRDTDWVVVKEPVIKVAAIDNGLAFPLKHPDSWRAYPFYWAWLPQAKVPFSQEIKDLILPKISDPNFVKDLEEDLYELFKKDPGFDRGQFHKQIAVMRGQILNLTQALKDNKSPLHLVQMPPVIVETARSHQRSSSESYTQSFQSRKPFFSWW
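PI4K2A activity was measured by ADP-Glo luminescence: enzyme (4 ug/mL stock) and phosphatidylinositol (1.2 mM stock) in Tris pH 7.5/MgCl2/EGTA/Triton X-100 buffer were reacted with ATP (300 microM stock) for one hour at ambient temperature.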
IDH1 R132H inh: qHTS for Inhibitors of mutant isocitrate dehydrogenase 1 (IDH1): qHTS | 390,000 compounds, 0.093% hits | Isocitrate dehydrogenase [NADP] cytoplasmic (Homo sapiens), O75874 | IDH1-R132H enzyme, NADPH consumption, diaphorase/resazurin fluorescence | Potency, µM (series often up to 76.6 µM), for the others: at the top dose activity change, negative = inhibition, usual class: inhibitors; further: potency means the concentration at half of the fitted maximal effect; on the % scale 0 is the no-effect control and ±100 the full control effect; nearly all actives have a fitted effect of over 65% in size
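IDH1-R132H (0.5 ug/mL) preincubated 30 min with compound, then NADPH (0.016 mM) and alpha-KG (2 mM) added; 80 min at RT, pH 7.5. Remaining NADPH coupled via diaphorase/resazurin to fluorescence (540/590 nm); concentration-response curves normalized to no-enzyme control.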
Active calls of the source: *; ? = inconclusive; . = no result given; [ ] = dose if it differs, or a comment. Unless noted, the call rests on the fitted dose curve; in most records, active means well fitted curve in the direction sought with a large enough effect; inconclusive means small, poorly fitted or top-dose-only effect, or another doubt; inactive means no such curve, though single readings can be large; an effect the other way counts as inactive or inconclusive.

Sample of the layout:
SMILES	GRP78 ERSR act	Vif-APOBEC3F blk	RXFP1 ag	LDHA block	TrxR1 substrate	USP1 inh	Vif-A3G inh	PI4K2A block	IDH1 R132H inh
COc1cc(CCc2ccccc2)c(C(=O)O)c(O)c1C/C=C(/C)CCC=C(C)C	-1%	7%	.	-38*	-3%	?	-10%	3	-15%
CCOc1cccc(C(=O)Nc2ccc(NC(=O)c3cc4ccccc4o3)c(OC)c2)c1	-3%	-26%	11%	-9	36%[activator][57.1 µM]	2%	-5%	8	1%
CC(C)Oc1cccc(-c2nnc(SCC(=O)Nc3ccc4c(c3)OCCO4)n2N)c1	1%	6%	1.5%	-8	-2%[57.1 µM]	-5%	1%	-2	4%
CCOc1ccc(CC(=O)Nc2c(C(=O)Nc3ccc(OC)cc3OC)oc3ccccc23)cc1	5%	-14%	29%	-2	21%	?	-2%	0	-2%
CC(C)CC(OC(=O)c1ccco1)C(=O)NCC1CCCO1 (stereo not drawn)	-3%	0%	-0.7%	-2	8%[57.1 µM]	-13%	0%	-3	7%

This part in full, from the first entry:
SMILES	GRP78 ERSR act	Vif-APOBEC3F blk	RXFP1 ag	LDHA block	TrxR1 substrate	USP1 inh	Vif-A3G inh	PI4K2A block	IDH1 R132H inh
COc1cc(CCc2ccccc2)c(C(=O)O)c(O)c1C/C=C(/C)CCC=C(C)C	-1%	7%	.	-38*	-3%	?	-10%	3	-15%
CCOc1cccc(C(=O)Nc2ccc(NC(=O)c3cc4ccccc4o3)c(OC)c2)c1	-3%	-26%	11%	-9	36%[activator][57.1 µM]	2%	-5%	8	1%
CC(C)Oc1cccc(-c2nnc(SCC(=O)Nc3ccc4c(c3)OCCO4)n2N)c1	1%	6%	1.5%	-8	-2%[57.1 µM]	-5%	1%	-2	4%
CCOc1ccc(CC(=O)Nc2c(C(=O)Nc3ccc(OC)cc3OC)oc3ccccc23)cc1	5%	-14%	29%	-2	21%	?	-2%	0	-2%
CC(C)CC(OC(=O)c1ccco1)C(=O)NCC1CCCO1 (stereo not drawn)	-3%	0%	-0.7%	-2	8%[57.1 µM]	-13%	0%	-3	7%
Fc1ccc2nc(Nc3nc4c(F)cc(F)cc4s3)sc2c1	0%	?	-0.2%	-1	23%	-22%	-6%	0	4%
COc1cccc(CC2(CO)CCN(Cc3cccn3-c3cccnc3)CC2)c1	-2%	2%	2.1%	-1	-2%	2%	-1%	-1	-1%
CCOc1cc(S(=O)(=O)N(CC)CC)ccc1Br	-7%	6%	0.4%	2	-4%	3%	-7%	-2	3%
COCc1c(C(=O)N/N=C(/C)c2cccs2)nnn1-c1nonc1N	-5%	5%	2.5%	-4	4%[57.1 µM]	-16%	-1%	-23	6%
O=C(Cc1cccc2ccccc12)NC(=S)Nc1cccc(C(=O)O)c1	-3%	1%	8.3%	-10	12%[57.1 µM]	-24%	-5%	4	-1%
CCCCN1C(=O)C(=O)N(CC(=O)Nc2sc(C)c(C)c2C(=O)OC)C1=O	-3%	0%	2.6%	-6	-4%	-22%	2%	0	11%
Cc1cc(C(=O)NCc2cccs2)n(-c2ccccc2)n1	-7%	-5%	2.1%	-6	4%	-4%	1%	-3	3%
CC(=O)N1CCc2cc(S(=O)(=O)NC3CCCCC3)ccc21	0%	-3%	-0.1%	-6	6%	-25%	-1%	5	7%
O=C(NC1(C(=O)NC2CCCCC2)CCCCC1)c1ccc2c(c1)OCO2	-7%	-1%	-0.1%	-7	-2%	-2%	1%	-3	-2%
COc1ccc(-c2ccc([C@H]3[C@@H]4C=CCC[C@@]4(C)C(=O)N3Cc3ccccc3)c(F)c2)cc1OC	-2%	0%	-2.6%	-6	18%[57.1 µM]	?	-9%	1	-6%
CCCn1c(-c2ccc(F)cc2)n[nH]c1=S	-5%	2%	3.1%	6	12%	-17%	-6%	-7	3%
COc1ccc2sc(-c3ccc(N(C)C)cc3)c(C#CCO)c2c1	3%	?	11%	-2	327%[activator][57.1 µM]	?	-10%	5	4%
CC1=C(CCN2CCN(C3CCCC3)C(CCO)C2)C(C)(C)CCC1 (stereo not drawn)	-3%	-1%	-1.5%	-5	-8%	-16%	-5%	-3	0%
COc1ccc(OC)c(CNc2ccc([N+](=O)[O-])cc2C)c1	-9%	-1%	2.7%	-5	6%[57.1 µM]	?	-2%	2	-2%
O=C(CSc1nc(=O)n2ccccc2n1)N1CCCc2ccccc21	0%	-10%	14%	-4	0%	-5%	-4%	-1	6%
CC1CCCCN1C(=O)CN1CCC(c2nc3ccc(Cl)cc3[nH]2)CC1 (stereo not drawn)	-2%	-6%	-3.5%	-1	1%	-17%	0%	-1	8%
COc1ccc(NC(=O)CCc2ccccc2)cc1S(=O)(=O)N1CCCCC1	-2%	-8%	-1.7%	-1	-14%	-2%	-5%	-1	10%
O=C(CSc1nnc(NC(=O)c2cccc(Cl)c2)s1)NCC1CCCO1 (stereo not drawn)	3%	5%	1.0%	-1	-12%	-21%	1%	-2	4%
COc1ccc(C(=O)Nc2ccc3[nH]ncc3c2)cc1OC	-6%	3%	0.6%	-2	9%[57.1 µM]	-1%	-3%	2	13%
COc1ccc(C2C(C(=O)c3ccccc3)=C(C)Nc3nc4ccccc4n32)c(OC)c1 (stereo not drawn)	-4%	4%	-0.4%	-3	-4%	-29%	-6%	2	3%
CC(C)[C@H](NC(=O)N1CCn2c1nc1ccccc12)C(=O)N[C@H](C(=O)O)c1ccccc1	0%	2%	-3.0%	-5	-7%	-22%	0%	3	2%
Cc1ccc(CNC(=O)CC[C@H]2O[C@@H](n3cc(C)c(=O)[nH]c3=O)C[C@@H]2O)o1	-3%	.	.	-6	.	.	2%	5	.
O=C(COc1ccccc1)N(Cc1ccccc1)c1nc(-c2ccccc2)cs1	-3%	-2%	1.0%	-3	2%	-10%	-9%	3	-1%
C[C@H]1CN([C@@H](C)CO)S(=O)(=O)c2ccc(C#Cc3ccccn3)cc2O[C@H]1CN(C)Cc1ccc(F)cc1	-1%	3%	.	-1	.	-5%	0%	6	19%
COC(=O)c1sccc1NC(=O)Nc1cc(C)ccc1C	5%	0%	0.1%	-9	4%	-18%	5%	2	-2%
Cc1cccc(CC2(O)C(=O)Nc3ccccc32)n1 (stereo not drawn)	0%	10%	.	-10	2%[11.4 µM]	2%	-2%	0	-1%
Cn1c(N)c(C(=O)CN2CCc3ccccc3C2)c(=O)n(C)c1=O	1%	-12%	10%	-6	-1%	-19%	1%	0	-4%
COc1ccccc1-n1nnnc1SCC(=O)N1CCCC1=O	-4%	0%	-0.3%	-2	4%	-9%	3%	-14	7%
Cc1ccc(Oc2c(C(F)(F)F)oc3cc(OCC(=O)NC4CCCCC4)ccc3c2=O)cc1	.	.	2.4%	-13	6%	?	.	-1	.
O=C(CCN1C(=O)/C(=C/c2ccccc2F)SC1=S)NCCCN1CCOCC1	-2%	?	-2.1%	7	-6%	-20%	2%	-4	-1%
COc1cccc(NC(=O)C(Sc2nnc(-c3ccncc3)n2-c2ccc(Cl)cc2)c2ccccc2)c1 (stereo not drawn)	0%	1%	5.9%	2	-4%	-15%	-5%	-4	-8%
C=C1CCN([C@@H](Cc2ccccc2)C(=O)NCc2ccc(Cl)c(Cl)c2)S(=O)(=O)c2ccccc21	-3%	-7%	.	2	0%	?	2%	-5	10%
CC(=O)c1ccc(C(=O)N2CCCC(Nc3ccc(C(C)C)cc3)C2)s1 (stereo not drawn)	-2%	10%	1.0%	1	4%	-22%	1%	3	3%
O=[N+]([O-])c1ccc(Oc2ccc(F)cc2)c2ccncc12	-5%	6%	2.1%	1	-1%[57.1 µM]	-10%	0%	-5	9%
CCCS(=O)(=O)NC(=O)C1(C)CCCN(C(=O)c2nc3ccccc3s2)C1 (stereo not drawn)	1%	.	.	-3	.	.	1%	-5	.
COc1ccc(Cl)cc1NC(=O)COc1ccc(S(=O)(=O)N2CCOCC2)cc1C	-4%	-1%	-0.2%	-6	1%[57.1 µM]	-15%	0%	3	4%

The list is partial, so the mix of outcomes need not match the whole.
